Screening results (PubChem BioAssay)
HKDC1 inh: blocks human hexokinase HKDC1 activity; Q2TB90; recombinant HKDC1, G6PDH/diaphorase resazurin coupled fluorescence; inhibition, % at 20 µM; 340,000 compounds, 0.16% hits; AID 493160;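 active = inhibition above about 35% when tested at 20 µM, limit read from the data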;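 note: plate controls were DMSO wells with enzyme for no effect and DMSO wells lacking enzyme for full effect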
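Material – in-house recombinant HK5 (HKDC1) enzyme · Quantity – HKDC1 at 5 µg/mL · Buffer or medium – pH 8.0 Tris buffer with 10 mM MgCl2 · Reagent – glucose with 1 mM ATP · Dosing – single 20 µM dose · Times – reaction time 90 min, room temperature, protected from light · Technique – resorufin fluorescence at 613 nm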
PfGluPho inh: PfG6PD (Plasmodium falciparum) enzyme inhibition; inhibition, % at 20 µM; 350,000 compounds, 0.78% hits; PfGluPho enzyme, NADPH resazurin-diaphorase fluorescence; AID 504690;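 active = inhibition reaching at least a set limit at 20 µM in the primary screen, cut at about 59% in these data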;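 note: 0% = DMSO wells with substrate and 100% = DMSO wells lacking glucose-6-phosphate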
SENP7 block: inhibitors of human SENP7 protease; Q9BQF6; recombinant SENP7, Z-RLRGG-aminoluciferin luminescence, 40 min; inhibition, % at 5 µM; 330,000 compounds, 1.5% hits;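 active = inhibition above about 50% at the single test dose, limit read from the data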;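 note: plate controls were DMSO with enzyme for no effect and no enzyme buffer wells for full effect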
Target sequence (Q9BQF6 706-1050 limits assumed): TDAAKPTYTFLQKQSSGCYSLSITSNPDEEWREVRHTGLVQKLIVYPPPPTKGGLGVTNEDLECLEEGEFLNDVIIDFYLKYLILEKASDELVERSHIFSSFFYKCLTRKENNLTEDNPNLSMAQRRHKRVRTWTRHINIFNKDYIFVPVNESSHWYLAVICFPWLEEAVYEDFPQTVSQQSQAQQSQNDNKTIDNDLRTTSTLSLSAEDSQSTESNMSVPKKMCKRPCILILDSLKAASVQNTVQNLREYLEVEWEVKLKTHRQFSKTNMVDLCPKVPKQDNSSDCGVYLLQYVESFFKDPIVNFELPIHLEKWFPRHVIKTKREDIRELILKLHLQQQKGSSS
SENP8 inh: inhibitors of human SENP8 protease; Q96LD8; recombinant SENP8, Nedd8 substrate fluorescence; inhibition, % at 20 µM; 360,000 compounds, 0.64% hits; AID 602440; in the data active = inhibition mostly above about 40%, no sharp cut-off; inactive = mostly below about 27%
Target sequence (Q96LD8 whole entry, looked up): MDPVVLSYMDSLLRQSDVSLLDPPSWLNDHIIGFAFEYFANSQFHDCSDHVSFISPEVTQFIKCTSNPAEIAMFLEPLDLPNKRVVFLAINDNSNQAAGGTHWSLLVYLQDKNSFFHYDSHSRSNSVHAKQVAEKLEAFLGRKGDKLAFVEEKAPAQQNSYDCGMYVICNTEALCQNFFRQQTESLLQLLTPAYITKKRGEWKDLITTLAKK
MPTP block: inhibitors of mitochondrial permeability transition pore. isolated mouse mitochondria, Ca2+ swelling absorbance, 30 min. AID 602449. inhibition, % at 10 µM. 360,000 compounds, 1.4% hits;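 active = inhibition of 50% or more, scaled per plate between neutral and stimulator controls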;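 note: 0% = DMSO wells given calcium and 100% = 1 mM EGTA wells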
GRIN3A LBD mod: modulates the human NR3A ligand-binding domain; 340,000 compounds, 2.5% hits; NR3A LBD differential scanning fluorimetry, Tm shift; 0% = protein alone, 100% = glycine-bound protein; Tm shift relative to glycine control, % at 25 µM;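 active = melting temperature shift of at least 10% of the positive control shift, at one fixed dose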
SENP6 block: inhibitors of human SENP6 protease. Q9GZR1. Recombinant SENP6 catalytic domain, aminoluciferin luminescence. inhibition, % at 10 µM. 330,000 compounds, 1.8% hits;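 active = inhibition above about 50% at the single tested dose, limit read from the data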;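 note: plate controls were DMSO wells with enzyme for no effect and DMSO wells lacking enzyme for full effect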
Target sequence (Q9GZR1 628-1112 limits assumed): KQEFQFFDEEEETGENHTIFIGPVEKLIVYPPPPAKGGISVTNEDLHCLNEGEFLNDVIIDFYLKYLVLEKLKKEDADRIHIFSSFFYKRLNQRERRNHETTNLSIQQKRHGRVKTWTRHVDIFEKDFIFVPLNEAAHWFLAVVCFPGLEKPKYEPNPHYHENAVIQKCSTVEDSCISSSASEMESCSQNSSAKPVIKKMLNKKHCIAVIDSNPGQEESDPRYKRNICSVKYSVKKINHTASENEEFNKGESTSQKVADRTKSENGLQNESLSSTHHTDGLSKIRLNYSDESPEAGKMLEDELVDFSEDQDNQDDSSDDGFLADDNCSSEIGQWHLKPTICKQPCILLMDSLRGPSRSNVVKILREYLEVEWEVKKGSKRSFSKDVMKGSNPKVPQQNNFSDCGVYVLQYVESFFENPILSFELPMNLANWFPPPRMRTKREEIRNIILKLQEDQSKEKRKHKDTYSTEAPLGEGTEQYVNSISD
ATG4B inhibitor: blocks human ATG4B protease cleavage of LC3 substrate; inhibition, % at 8.33 µM; ATG4B cleavage of LC3-PLA2, NBD-HPC fluorescence, 1 h; 340,000 compounds, 0.51% hits; in the data active = inhibition above about 40%
Active calls of the source: *; · = no result given.

SMILES	HKDC1 inh	PfGluPho inh	SENP7 block	SENP8 inh	MPTP block	GRIN3A LBD mod	SENP6 block	ATG4B inhibitor
CCOC(=O)C1C2C=CC3(CN(C4CCCC4)C(=O)C13)O2 (stereo unspecified)	-2	-5	0	18	-5.5	0	-7	-11
COC(=O)c1sc(N2CCN(Cc3ccccc3)CC2)nc1N	-2	-11	-3	11	0.5	-1	-5	-6
Cc1ccc(-c2cc(C(=O)N3CCN(c4ccccc4O)CC3)c3ccccc3n2)cc1	2	23	-13	-13	1.8	1	-15	4
COc1ccc(S(=O)(=O)Nc2ccc(-c3ccc4nncn4n3)cc2)c(OC)c1	2	40	-2	-446	-2.9	4	1	-3
CC(C)C[C@@H]1NC(=O)[C@H](Cc2ccccc2)N(C)C(=O)[C@H](C)NC(=O)c2ccccc2NC(=O)[C@H](Cc2ccc(O)cc2)N(C)C1=O	2	12	-8	22	-0.9	5	-3	-27
Cc1sc2c(c1C)c(=O)n(-c1cccc(C(F)(F)F)c1)c(=O)n2CC(=O)NCc1ccco1	-4	4	4	0	1.4	-1	-16	-11
Cc1ccsc1/C=N/NC(=O)c1cccnc1	1	-14	-11	6	-2.1	-1	-13	-2
CCC(c1nc2ccccc2c(=O)n1CCCn1ccnc1)N1C(=O)c2ccccc2C1=O (stereo unspecified)	-8	-7	-3	12	-0.4	-2	-13	-7
CCOc1ncccc1C(=O)OCC(=O)Nc1ccc(S(=O)(=O)N2CCCC2)cc1	-6	-8	9	1	-3.1	-3	0	-8
COc1ccccc1N1CCN(C(=O)CCCC2=NS(=O)(=O)c3ccccc3N2)CC1	-7	6	11	12	-1.0	2	-8	-7
Cc1ccc(-c2nnc(SCC(=O)Nc3ccc(N4CCOCC4)cc3)o2)cc1	-4	-12	-6	24	14	0	-10	-11
O=C(O)CN1C(=O)C(=O)N(Cc2cccc(F)c2)C1=O	2	-11	4	11	0.3	1	3	-3
O=C(NC1CCSC1=O)c1ccccc1 (stereo unspecified)	-1	13	7	21	0.8	2	-7	-15
N#Cc1cc(C(=O)c2cc(F)ccc2O)cn(Cc2ccccc2)c1=O	0	-2	4	-17	-1.3	-6	6	-10
Cc1nc(-c2ccc(Cl)cc2)sc1C(=O)NN	-6	-1	1	11	2.0	-2	3	4
O=C(Nc1ccc(S(=O)(=O)Nc2ncccn2)cc1)c1cccc(Br)c1	-1	0	2	12	0.5	-2	18	-6
Cc1c(N(C)C(=O)COc2ccc3ccccc3c2)c(=O)n(-c2ccccc2)n1C	10	8	4	13	1.1	0	1	-2
Cc1nn(-c2ccccc2)nc1C(=O)c1c(C)[nH]n(-c2ccccc2)c1=O	0	-17	1	27	-3.4	1	-30	-4
COc1ccc(CCn2ccc(O)c(Cc3ccc(Cl)cc3Cl)c2=O)cc1OC	10	-8	-1	30	-0.7	-6	-6	7
NCCCNc1nc(N)c([N+](=O)[O-])c(NC2CCCCC2)n1	-1	-7	0	13	-0.2	6	-6	8
O=C(NCCc1ccc(F)cc1)c1cc([N+](=O)[O-])ccc1N1CCOCC1	-2	1	6	-31	-0.9	2	-3	1
O=C(NC1CCCC1)C(NS(=O)(=O)c1ccc(Br)s1)c1ccccc1 (stereo unspecified)	-5	-32	1	4	0.8	4	-4	6
CC1CCCCN1C(=O)Nc1ccccc1Cl (stereo unspecified)	-1	-13	-3	6	0.0	-2	-1	8
S=c1[nH]cc(-c2ccccc2)n1-c1ccccc1Cl	4	55	-10	11	0.2	1	8	-8
CCC(Sc1nnnn1-c1ccccc1)C(=O)NC(C)c1ccccc1 (stereo unspecified)	-7	10	5	18	-3.5	0	-5	-8
CNC(=O)COC(=O)c1cc(-c2ccccc2)nn1-c1ccccc1	-5	3	-2	-3	-0.3	0	-19	-7
CC(C)(C)c1ccc(/C=C2\CCn3c2nc2cc(C(=O)O)ccc2c3=O)cc1	11	-14	6	-319	1.2	0	-8	9
COc1ccc(C2CC(C(F)(F)F)n3nc(C(=O)O)c(Br)c3N2)cc1 (stereo unspecified)	2	-18	-6	15	0.4	-1	1	5
CCOC(=O)c1c(C)[nH]c(C)c1C(=O)COC(=O)c1cc2ccccc2cc1OC	-3	52	4	-286	0.7	-9	3	-8
COc1ccc(/C=C(/C#N)C(=O)Nc2cccc([N+](=O)[O-])c2)cc1C(=O)O	3	-6	5	5	-0.9	0	12	-2
O=C(CS(=O)(=O)c1ccccc1)NCc1ccc(Cl)cc1	-3	-8	-8	0	-1.6	1	4	1
CCOc1ccc(/C(CC)=N/NC(=O)C2(C)CC2(Br)Br)cc1 (stereo unspecified)	-7	9	2	9	0.5	-7	4	17
COc1ccccc1NC(=O)Nc1nc(CC(=O)N2CCN(c3ccccc3F)CC2)cs1	3	-8	-17	-5	-1.0	0	-9	-10
CCOc1cc(C2/C(=C(\O)c3cc(C)ccc3C)C(=O)C(=O)N2CCN(C)C)ccc1O (stereo unspecified)	-1	3	2	22	1.1	-1	-5	-14
CCCCN(C(=O)Cn1ncc(Cl)c(Cl)c1=O)c1c(N)n(CC(C)C)c(=O)[nH]c1=O	-1	10	-3	18	2.9	-1	-7	-1
Cn1nnnc1SCCOc1ccc(C#N)cc1	-5	-12	0	13	0.1	0	-25	4
CCn1cc(NC(=O)Nc2ccc(OC)c(OC)c2)c(C(N)=O)n1	-1	-5	1	33	-0.7	-2	-3	-6
CCCc1[nH]c2ccc(C#N)cc2c1CCC	7	15	-5	-44	69*	-2	-8	6
COc1ccc(OC)c(C2CC(c3ccccc3)=NN2C(=S)Nc2ccccc2)c1 (stereo unspecified)	-1	3	-6	-10	3.2	4	-1	-3
CC(C)NC(=O)C1c2ccccc2Oc2ccccc21	-1	-19	9	6	0.6	1	15	5
O=C(c1cccc(S(=O)(=O)Nc2ccccc2Cl)c1)N1CCN(c2ccccc2O)CC1	4	-17	0	7	0.9	-2	2	-41
O=C(CCC(=O)N1CCN(Cc2ccc(F)cc2)CC1)Nc1nnc(C(F)(F)F)s1	4	-56	-12	14	0.2	-1	-1	0
CN1N=C(c2ccc(F)c(F)c2)CSC1=NCc1ccccc1	-8	8	-2	16	-1.2	0	0	-3
Cc1ccnc(Sc2ccc([N+](=O)[O-])cn2)n1	-1	1	4	14	0.3	0	-11	-3
O=C1/C(=C/c2cccnc2)SC(=S)N1c1ccc(F)cc1	6	-5	3	16	-0.3	-1	-5	3
Cc1ccc2c(c1)N(CCCC(=O)NCC1COc3ccccc3O1)C(=O)CO2 (stereo unspecified)	-3	-6	1	4	-1.3	-2	-6	-3
COc1ccc(-n2nc(C(=O)NCC(=O)N3CCCCCC3)c3ccccc3c2=O)cc1Cl	-3	16	-3	-259	-0.7	-2	1	4
CCCn1c2ccc(C)cc2c2nnc(SCCN3CCOCC3)nc21	1	21	6	7	1.0	-2	-20	1
O=[N+]([O-])c1ccc(/C=N\NS(=O)(=O)c2ccc(F)cc2)o1	-4	13	7	19	-0.8	0	-12	-2
O=C(NCCN1CCN(Cc2ccccc2)CC1)C1c2ccccc2C(=O)N2CCc3ccccc3C12 (stereo unspecified)	1	-30	3	15	-0.7	-1	-5	3
C/C(CCC(C)C)=N\Nc1ccc(S(N)(=O)=O)cc1[N+](=O)[O-]	-2	-33	-5	22	-0.1	-24	-17	1
O=C(c1cccc([N+](=O)[O-])c1)N1CCN(C(=O)c2ccco2)CC1	-10	22	3	2	-1.6	0	-35	-1
Cc1ccc(O)c(C(=O)C=Cc2ccccc2)c1	19	11	·	-4	-0.2	-6	·	5
COc1ccc(C(=O)NCC(c2ccc3c(c2)OCO3)N2CCN(c3ccc(OC)cc3)CC2)cc1 (stereo unspecified)	1	11	-6	4	-0.5	1	-22	3
COc1ccc(Cl)cc1C=CC=NNS(=O)(=O)c1ccc(C)cc1	2	12	·	-73	0.6	20*	·	0
O=C(Nc1ccc(Cl)cc1Cl)Nn1cnnc1	7	4	3	8	-1.1	1	-23	-4
COc1ccc(-c2csc(NC(=O)CCS(=O)(=O)c3ccccc3)n2)c(OC)c1	9	9	-3	-37	10	-4	-12	-3
COc1ccc2nc(SCC(=O)NCc3ccc(F)cc3)[nH]c2c1	-4	3	2	10	0.1	-2	0	2
Cc1onc(-c2ccccc2)c1C(=O)NC1CC1	-5	-2	-7	-1	0.0	-1	2	10
Cc1ccc(/C=N/NC(=O)Cc2ccc(O)cc2)s1	-3	-3	-6	12	-0.5	-1	-5	1

Other records
SMILES	HKDC1 inh	PfGluPho inh	SENP7 block	SENP8 inh	MPTP block	GRIN3A LBD mod	SENP6 block	ATG4B inhibitor
CCCNC(=O)C(Cc1ccccc1)NC(=O)c1ccccc1 (stereo unspecified)	-5	11	1	22	-0.4	-1	1	4
CSc1ncc(Cl)c(C(=O)Nc2ccccc2Cl)n1	-1	-10	3	23	-0.3	-4	-1	-3
CCN1C(=O)CSC1=Nc1ccccc1Cl	-3	-6	-4	8	-0.8	-1	17	-6
O=C(O)C1C2C=CC3(CN(Cc4ccncc4)C(=O)C13)O2 (stereo unspecified)	0	0	-4	32	-1.1	0	0	1
Cc1ccc(-c2csc(N(CCCN(C)C)C(=O)c3ccco3)n2)cc1	-2	10	8	13	6.5	0	-11	-5
O=C(c1ccc(NS(=O)(=O)c2cccs2)cc1)N1CCN(c2ccccc2Cl)CC1	-10	-19	-19	8	1.5	-10	-8	5
O=C(c1ccc(S(=O)(=O)N2CCCCCC2)cc1)N1CCN(c2ccccn2)CC1	6	1	1	10	0.3	0	8	-9
CCOc1cccc2cc(-c3nnc(NCc4ccco4)s3)c(=O)oc12	2	1	6	-315	-1.2	2	-19	-3
CCN(CC)S(=O)(=O)c1cccc(-c2nnc(SCC(=O)NC3CCCCCC3)n2N)c1	-5	-13	-5	10	4.7	0	-2	-14
CCCCC(CC)C(=O)Oc1ccc(O)c(C(C)(C)C)c1 (stereo unspecified)	-3	14	-1	12	-2.4	-3	-16	18
CC(=O)N1c2ccccc2C2(O)N=C(C)SC12 (stereo unspecified)	-16	58	16	-3	2.1	2	30	0
CC(C)NC(=O)C(=O)N/N=C/c1ccco1	12	-6	-3	10	-1.3	-2	-3	11
COCCn1c(SCC(=O)NC(C)c2ccc(F)cc2)nc2ccccc21 (stereo unspecified)	-5	-8	-1	10	0.8	4	-2	-3
Cc1ccc(OCc2nc(C#N)c(NCc3ccc4c(c3)OCO4)o2)cc1	7	15	11	17	0.6	-4	-14	-7
O=C(Nc1ccccc1C(F)(F)F)N1CCN(c2ccc3nncn3n2)CC1	-6	7	5	-20	2.5	0	-24	6

Entries from the list above that have a cyano group, in the order listed:
SMILES	HKDC1 inh	PfGluPho inh	SENP7 block	SENP8 inh	MPTP block	GRIN3A LBD mod	SENP6 block	ATG4B inhibitor
N#Cc1cc(C(=O)c2cc(F)ccc2O)cn(Cc2ccccc2)c1=O	0	-2	4	-17	-1.3	-6	6	-10
COc1ccc(/C=C(/C#N)C(=O)Nc2cccc([N+](=O)[O-])c2)cc1C(=O)O	3	-6	5	5	-0.9	0	12	-2
Cn1nnnc1SCCOc1ccc(C#N)cc1	-5	-12	0	13	0.1	0	-25	4
CCCc1[nH]c2ccc(C#N)cc2c1CCC	7	15	-5	-44	69*	-2	-8	6
Cc1ccc(OCc2nc(C#N)c(NCc3ccc4c(c3)OCO4)o2)cc1	7	15	11	17	0.6	-4	-14	-7

Look-ups from the entries so far.
CCN1C(=O)CSC1=Nc1ccccc1Cl in HKDC1 inh: -3
CCN(CC)S(=O)(=O)c1cccc(-c2nnc(SCC(=O)NC3CCCCCC3)n2N)c1 in SENP8 inh: 10

Next records follow:
SMILES	HKDC1 inh	PfGluPho inh	SENP7 block	SENP8 inh	MPTP block	GRIN3A LBD mod	SENP6 block	ATG4B inhibitor
O=C1Cc2ccccc2Sc2ccc(Cl)cc21	10	-12	14	-55	8.5	-5	-12	0
COc1ccc(S(=O)(=O)NNC(=O)c2sccc2-n2cccc2)cc1	-7	7	6	2	0.0	-1	-6	-4
Cc1ccc(CNc2ccc([N+](=O)[O-])cc2C(N)=O)cc1	-4	13	4	20	-2.2	-1	-6	0
CC(NC(=O)CSc1ncccc1C(=O)O)C1CC2CCC1C2 (stereo unspecified)	-1	3	-13	10	-0.3	2	3	-3
